Compound activity from PubChem BioAssay.
XIAP antagonists: XIAP antagonists, biochemical, IAP family, fluorescence polarization (AID 1018) | E3 ubiquitin-protein ligase XIAP (Homo sapiens) | one-dose displacement, % at 20 µM; IC50 in µM for titrated hits | actives 0.007% (n = 200,000) | XIAP BIR domain, fluorescence polarization peptide displacement; higher % means a stronger effect; in the data active = displacement above about 50%; note: a part of the inactive calls stands beside numbers as strong as those of hits
MgcRacGAP inhibition: MgcRacGAP GTPase-activating activity inhibitors, confirmation, biochemical, ADP Hunter fluorescence. Rac GTPase-activating protein 1 (Homo sapiens). MgcRacGAP-stimulated Rac1 GTP hydrolysis, ADP Hunter fluorescence; higher % means a stronger effect; GST-tagged Rac1 F28L mutant substrate. one-dose inhibition, % at 30 µM; IC50 in µM for titrated hits. actives 0.6% (n = 340,000). AID 624330, 2012;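 active = first-screen hits whose inhibition reached a set limit at any dose in the follow-up dose series; inconclusive = inhibition above the set first-screen limit but never retested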;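 note: fluorescence reports GDP produced by GAP-driven GTP hydrolysis; strong numbers were not always called active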
AID2073: inhibitors of Mint1-CaV2.2 protein interaction, biochemical, HTRF (AID 2073); Voltage-dependent N-type calcium channel subunit alpha-1B (Homo sapiens); HTRF protein-protein interaction, Mint1-CaV2.2; higher % means a stronger effect; one-dose inhibition, % at 20 µM; IC50 in µM for titrated hits; actives 0.19% (n = 290,000); in the data active = inhibition mostly above about 51%, no sharp cut-off; inconclusive = no clear call, values can overlap the other calls; inactive = mostly below about 53%; note: some results filed as inactive read as strong as hits
SV40 large T antigen: SV40 large T antigen inhibitors, biochemical (AID 1903). SV40 large T antigen ATPase/helicase inhibition assay; higher % means a stronger effect. inhibition, % at 20 µM, or IC50 in µM where a hit was titrated. actives 0.39% (n = 310,000); in the data active = a potency from the dose series; inconclusive = inhibition mostly from about 32% at the one dose, without a potency; inactive = the rest, 99 in 100 with inhibition below about 32%; note: strong numbers were not always called active
Siah-1 displacement: Siah-1 peptide-binding antagonists, primary screen, biochemical, fluorescence polarization, rhodamine-plectin, uHTS (AID 1817) | E3 ubiquitin-protein ligase SIAH1 (Homo sapiens) | actives 0.02% (n = 290,000) | displacement, % at 20 µM; hits with a dose series show IC50 in µM | Siah-1 / rhodamine-plectin peptide fluorescence polarization; higher % means a stronger effect;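 active = displacement of at least 50% at 20 µM, with a fluorescence ratio check between 0.3 and a set limit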;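 note: plate controls were Siah plus tracer with DMSO for no effect and tracer alone without Siah for full effect; strong numbers were not always called active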
HIV peptide binding: inhibitors of HIV fusion peptide binding, primary screen, biochemical, uHTS, fluorescence dequenching (AID 1986) | cell-free peptide binding, fluorescence dequenching, 30 min; higher % means a stronger effect | one-dose inhibition, % at 20 µM; IC50 in µM for titrated hits | actives 0.3% (n = 290,000); in the data active = inhibition mostly above about 52%, no sharp cut-off; inactive = mostly below about 76%; note: some results filed as inactive read as strong as hits
RSV CPE inhibition: RSV antiviral activity via CPE protection, HEp-2 cells, primary 10 µM value included (AID 2391); CPE inhibition, % at 10 µM, or IC50 in µM where a hit was titrated; HEp-2 cells, RSV-induced CPE inhibition; higher % means a stronger effect; actives 0.13% (n = 310,000); in the data active = a potency from the dose series; inconclusive = CPE inhibition mostly from about 23% at the one dose, without a potency; inactive = the rest, 99 in 100 with CPE inhibition below about 21%; note: strong numbers were not always called active
NS5 inhibitors: Dengue-2 NS5 methyltransferase inhibitors, primary screen, biochemical, confirmation dose response (AID 588689); Genome polyprotein (Dengue virus type 2 (strain 16681-PDK53)); Dengue-2 NS5 methyltransferase capping enzyme assay, biochemical; higher % means a stronger effect; one-dose inhibition, % at 25 µM; IC50 in µM for titrated hits; actives 0.3% (n = 340,000); in the data active = a potency from the dose series; inconclusive = inhibition above about 29% without an active follow-up result
LYP phosphatase: inhibitors of LYP phosphatase, biochemical, fluorescence intensity, uHTS (AID 1779); Tyrosine-protein phosphatase non-receptor type 22 (Homo sapiens); recombinant LYP phosphatase, fluorescence intensity; higher % means a stronger effect; one-dose inhibition, % at 11.5 µM; IC50 in µM for titrated hits; actives 0.054% (n = 290,000); in the data active = inhibition above about 50%;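 note: plate controls were vehicle with enzyme for no effect and no enzyme for full effect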
The depositor's hits bear a star; u = inconclusive; x = not tested or not shown.

Fields – Siah-1 displacement	XIAP antagonists	LYP phosphatase	HIV peptide binding	RSV CPE inhibition	SV40 large T antigen	MgcRacGAP inhibition	NS5 inhibitors	AID2073
Cc1cccc(NC(=O)c2ccc(C(=O)c3ccccc3)o2)c1
 : 5%	-6.6%	1%	0.5%	10%	13%	6%	5%	6%
Oc1c(C(Nc2ccccn2)c2ccccn2)ccc2cccnc12 (stereo not drawn)
 : 6%	-1.6%	-4%	-2.4%	6.0%	21%	4%	-3%	2%
COc1cccc(/C=N/Nc2ccnc(=O)[nH]2)c1O
 : -6%	x	0%	3.3%	1.9%	11%	4%	-3%	6%
O=C(c1noc2c1CCCC2)N1CCc2ccccc2C1
 : 12%	x	-14%	0.1%	1.6%	22%	4%	2%	-2%
CC1=CC(C)(C)N(C(=O)CN2C(=O)c3ccccc3C2=O)c2ccc(C)cc21
 : -4%	-8.3%	-5%	-1.0%	0.2%	-1%	5%	-2%	-2%
S=c1nccc(-c2cccs2)[nH]1
 : -3%	-11%	5%	-1.7%	5.8%	7%	9%	-2%	21%
COc1cccc(CN(C)C(=O)Cc2ccc(OC)c(S(=O)(=O)N3CCOCC3)c2)c1
 : x	x	x	x	-0.4%	10%	2%	5%	x
CCOc1cc(/C=C2/C(=O)ON=C2C)ccc1OCc1ccccc1
 : -2%	0.3%	-2%	6.1%	9.2%	u	x	x	40%
Cc1cc(C)nc(SCC(=O)Nc2ccnc3ccccc23)n1
 : -4%	-5.9%	-10%	-0.9%	-1.6%	3%	5%	-8%	16%
CC1CCCN(C(=O)Cn2nnc(-c3ccc(N(C)C)cc3)n2)C1 (stereo not drawn)
 : -3%	x	-9%	-0.3%	2.5%	6%	0%	-5%	-2%
CCN1C(=O)C(CC(=O)Nc2ccc(C)cc2C)Nc2cc(S(=O)(=O)N(C)C)ccc21 (stereo not drawn)
 : 6%	-5.7%	-1%	-1.3%	-1.1%	8%	1%	-6%	36%
Cc1nc2c(C)cccc2cc1C(=O)N/N=C/c1ccc(O)cc1
 : -8%	-3.5%	0%	-3.2%	0.8%	36%	u	-4%	-2%
Cc1nnc(NC(=O)c2cccc(S(=O)(=O)N3CCCC3)c2)s1
 : 10%	x	-9%	1.3%	1.7%	3%	6%	-4%	2%
CC(C)(C)NC(=O)COC(=O)c1ccc(Cl)c(S(N)(=O)=O)c1
 : -1%	-1.8%	2%	-0.4%	0.0%	0%	6%	5%	2%
CCC(CO)NC(=O)c1cc2c(s1)CCC2 (stereo not drawn)
 : -6%	-5.9%	-6%	60%	3.0%	-10%	-1%	2%	1%
CCn1c(-c2ccccc2Cl)nn(CC(=O)Nc2ccc(OC)cc2)c1=S
 : -1%	-6.3%	-5%	-1.5%	0.0%	23%	2%	0%	14%
Cc1nnc(SCCN2C(=O)c3ccccc3C2=O)nc1C
 : x	x	x	x	1.6%	20%	3%	-3%	x
Cc1cc(C)cc(N(CC(=O)Nc2ccc(-c3nc4ccc(C)cc4s3)cc2)S(C)(=O)=O)c1
 : 3%	-8.7%	4%	-0.6%	6.2%	10%	14%	4%	31%
CC1CC(NNC(=O)c2ccccc2)=Nc2ccccc2N1C (stereo not drawn)
 : -3%	-1.2%	-4%	-2.2%	1.2%	2%	4%	-4%	-3%
O=C(OCC(=O)N1CCN(C(=O)c2ccco2)CC1)c1cc(-c2ccco2)nc2ccccc12
 : 5%	4.5%	16%	0.2%	1.4%	9%	u	28%	67%
O=C1CCN(Cc2ccc(O)cc2)CCN1[C@H](CO)c1ccccc1
 : 2%	x	-12%	-0.2%	0.2%	16%	7%	1%	4%
Cc1ccccc1NC(=O)c1sc(Cl)nc1-c1ccccc1
 : 0%	-5.0%	2%	2.8%	x	6%	14%	-3%	11%
NC(=O)C1CCN(C2=C(NS(=O)(=O)c3ccccc3)C(=O)c3ccccc3C2=O)CC1
 : 1%	x	1%	-2.5%	-0.7%	24%	13%	1%	-3%
C=CCn1c(=O)n(CCC#N)c(=O)n(CCC#N)c1=O
 : 1%	-3.8%	-2%	3.2%	1.1%	8%	3%	-3%	41%
COc1oc(-c2ccccc2)nc1C(F)(F)F
 : -6%	-9.4%	2%	-1.1%	-0.3%	4%	0%	-3%	-4%
CC1(C)C2CCC1(C)C(NC(=O)CCN1CCCCC1)C2 (stereo not drawn)
 : -2%	-4.0%	-8%	0.4%	-0.5%	8%	3%	-4%	11%
O=C1CSC(=Nc2ccc(Cl)cc2)N1
 : 1%	x	-8%	2.7%	u	1%	14%	x	4%
COc1ccc(NC(=S)NCCN2CCOCC2)cc1
 : 0%	-7.0%	-8%	-0.7%	-2.1%	5%	-1%	-2%	-17%
CCN1CCN(C(=O)CSc2ccc(C)cc2)CC1
 : 8%	x	-12%	2.8%	-0.1%	9%	8%	-3%	1%
COC(=O)c1ccc2c(=O)n(CCCCCC(=O)NCc3ccc4c(c3)OCO4)c(=O)[nH]c2c1
 : -2%	-8.9%	-12%	-0.1%	0.7%	1%	4%	-3%	14%
CC(=O)Nc1ccc(Nc2cc(C)nc3c(-c4ccccc4)cnn23)cc1
 : 4%	-6.2%	-3%	-4.3%	8.9%	-69%	8%	-7%	26%
CSc1nnc(-c2cccc(C)c2)n1N
 : -4%	-6.9%	-8%	-0.5%	1.1%	4%	4%	-11%	2%
CC(=O)Nc1ccc(S(=O)(=O)N2CCC(NC(=O)C(Cc3ccc(C)cc3)NC(C)=O)CC2)cc1 (stereo not drawn)
 : -2%	x	-16%	0.8%	x	x	0%	3%	4%
Cc1ccc(N2CC(O)=C(c3ccccc3)C2=N)cc1
 : -11%	-5.5%	-4%	-1.4%	0.3%	1%	1%	-11%	-2%
O=C1CC(N2CCOCC2)C(=O)N1c1ccc(Cl)cc1 (stereo not drawn)
 : 10%	x	-8%	2.6%	1.3%	x	4%	-4%	6%
Cc1ccc2c(c1)N(Cc1ccc([N+](=O)[O-])cc1)C=NS2(=O)=O
 : -1%	x	-1%	-0.1%	1.5%	6%	11%	-3%	-4%
O=C(/C=C/c1ccc2c(c1)OCO2)NCCSCc1c(Cl)cccc1Cl
 : -7%	-4.7%	4%	0.6%	4.0%	9%	6%	0%	10%
Oc1ccc(/C=N/Nc2cccc3cccnc23)c(O)c1
 : -4%	-1.0%	4%	-1.4%	8.4%	3%	0%	-12%	-47%
COC(=O)c1c(C(=O)OC)c2ccncn2c1Cl
 : -4%	-9.7%	-1%	-1.7%	6.1%	-1%	3%	-8%	2%
CSc1nc(N)nc(SCC(=O)c2ccc(C)cc2)c1C#N
 : -1%	-18%	-7%	-0.2%	7.6%	3%	9%	-1%	12%
CCOC(=O)c1cncc(C#CCO)c1
 : 12%	x	-7%	-1.2%	1.6%	3%	-3%	6%	11%
CC(C)(C)c1ccccc1OCC(O)CN1CCN(c2ccccn2)CC1 (stereo not drawn)
 : 3%	x	-1%	2.3%	10%	15%	17%	0%	8%
COc1ccccc1OCCNC(=O)C1CCCCC1
 : -4%	-6.0%	-6%	-0.2%	0.5%	5%	-2%	-2%	-14%
O=C(Nc1cccc(Cl)c1Cl)C1CCN(C(=O)c2cccs2)CC1
 : 8%	x	-11%	0.7%	2.8%	2%	4%	6%	-11%
O=C1OC(/C(=C\NCc2ccccc2)[N+](=O)[O-])c2ccccc21 (stereo not drawn)
 : -3%	-3.4%	0%	-2.7%	-0.3%	10%	x	x	-2%
CCc1ccc(CN(C)C(=O)C2CCC(=O)N(CCc3ccc(OC)cc3)C2)nc1 (stereo not drawn)
 : 7%	x	-7%	1.5%	3.8%	-3%	5%	1%	-4%
CN(Cc1cccc(F)c1)C(=O)CNS(=O)(=O)c1ccc2ccccc2c1
 : 10%	x	-9%	0.6%	2.1%	2%	4%	-3%	32%
COC(=O)CSc1nc2c(c(C3CC=CCC3)c1C#N)CCC2 (stereo not drawn)
 : 11%	-1.7%	-2%	3.4%	2.5%	14%	4%	-3%	16%
CCC(C)(C)n1nnnc1CN1CCN(C(c2ccccc2)c2ccccc2)CC1
 : 2%	-3.2%	8%	1.8%	u	1%	9%	-7%	9%
CCOC(=O)N1CCC(NC(=O)CCC(=O)N2CC(C)Oc3ccc(Cl)cc32)CC1 (stereo not drawn)
 : -1%	0.1%	-1%	-1.7%	1.2%	-3%	7%	-1%	-2%
NC(N)=NC(N)=Nc1ccc(O)cc1
 : -6%	x	-10%	0.9%	0.0%	18%	u	-6%	4%
CCS(=O)(=O)C1=NN2C(=N)/C(=C\c3ccc(SCc4ccco4)o3)C(=O)N=C2S1
 : -4%	-34%	-3%	73%*	x	60%	132µM*	-13%	68%
Nc1nc2ncc(CNc3ccc(C(=O)N[C@@H](CCC(=O)O)C(=O)O)cc3)nc2c(=O)[nH]1
 : -1%	x	2%	4.2%	0.6%	5%	-10%	-4%	12%
Oc1ccc(Cl)cc1CNc1cccc2cccnc12
 : 33%	x	-4%	7.6%	5.3%	-8%	15%	24%	14%
O=C(COC(=O)CNC(=O)c1ccc(Cl)cc1)Nc1cccc(S(=O)(=O)N2CCCC2)c1
 : -1%	x	-1%	-1.0%	0.1%	4%	12%	1%	17%
COc1ccc(S(=O)(=O)N2CCCCC2)cc1NC(=S)Nc1cccc(Cl)c1C
 : -2%	-5.0%	1%	2.6%	4.3%	23%	7%	-5%	10%
COC(=O)Cc1[nH]c(=O)[nH]c1C(=O)OC
 : 4%	x	-7%	-1.3%	0.7%	7%	-8%	-6%	4%
O=C(Nc1ccc2c(c1)CCC2)Nc1ccc2c(c1)OCO2
 : 12%	0.2%	-6%	2.0%	1.0%	21%	11%	-5%	7%
CCc1ccccc1NC(=O)CN1C(=O)c2ccccc2S1(=O)=O
 : -4%	x	-3%	-0.7%	-0.4%	7%	3%	-4%	2%
CCN(/N=C/c1cccs1)c1cc(=O)n(C)c(=O)[nH]1
 : 5%	-7.5%	-4%	0.6%	1.4%	-3%	4%	-13%	6%
CCOC(=O)Cc1csc(NC(=O)C(C)(C)C)n1
 : -1%	-5.1%	-7%	-2.1%	0.7%	2%	8%	-4%	7%
Cc1cccc(Cl)c1NC(=O)N1CCCN(c2ncccc2[N+](=O)[O-])CC1
 : 5%	x	-8%	-0.6%	2.8%	7%	6%	0%	-13%
COc1ccc(NS(=O)(=O)c2c(C)[nH]c(C)c2C(=O)N2CCCCC2)cc1Cl
 : -1%	x	3%	0.0%	2.7%	12%	7%	10%	0%

Quoted from the listing.
In RSV CPE inhibition, COc1ccc(NS(=O)(=O)c2c(C)[nH]c(C)c2C(=O)N2CCCCC2)cc1Cl shows 2.7%
In RSV CPE inhibition, Cc1nnc(SCCN2C(=O)c3ccccc3C2=O)nc1C shows 1.6%
